HP1b binding inh – blocks HP1-beta chromodomain binding to methylated histone tails; P83916; AlphaScreen HP1-beta / biotin-H3K9me3 peptide binding; Potency, µM (doses to about 114 µM), without a hit: at the highest dose activity change, negative = inhibition, actives largely listed as inhibitors; hit rate 0.56% among 390,000; AID 540317; also: potency is read from the fitted curve at half-maximal effect; nearly all actives have a fitted effect of over 70% in size; inactives centre near 23
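Compound inhibition of the preformed complex between 50 nM HP1-beta and 50 nM biotinylated H3K9me3 peptide was read by AlphaScreen. Buffer was PBS pH 7.4 with 0.01% Tween-20. Incubations ran 30 min at room temperature, with 10 ug/mL donor/acceptor beads.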
GLS inh – blocks human kidney-isoform glutaminase activity. O94925. GLS enzymatic activity, qHTS titration. Potency, µM (doses to about 45.5 µM), for inactives: top-dose activity change, negative = inhibition, hits mostly inhibitors. hit rate 0.21% among 410,000. AID 624170; also: potency is read from the fitted curve at half-maximal effect; % is scaled to controls: 0 for no effect and ±100 for the full control effect
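hKGA in 45 mM KH2PO4 pH 8.2, 0.02% Tween-20 with pin-transferred compounds; 1 mM L-glutamine (stock) plus glutamate oxidase/HRP/Amplex Red coupling added. Fluorescence read initially and after 30 min at RT.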
BAZ2B inh – inhibitors of human BAZ2B bromodomain. Potency, µM (doses to about 114 µM), inactives show at the top dose activity change, negative = inhibition, usual class: inhibitors. AlphaScreen BAZ2B-H3K14Ac peptide displacement. Q9UIF8. hit rate 4.4% among 360,000; also: potency is read from the fitted curve at half-maximal effect; % is scaled to controls: 0 for no effect and ±100 for the full control effect; nearly all actives have a fitted effect of over 60% in size
Target sequence (Q9UIF8 whole entry, looked up): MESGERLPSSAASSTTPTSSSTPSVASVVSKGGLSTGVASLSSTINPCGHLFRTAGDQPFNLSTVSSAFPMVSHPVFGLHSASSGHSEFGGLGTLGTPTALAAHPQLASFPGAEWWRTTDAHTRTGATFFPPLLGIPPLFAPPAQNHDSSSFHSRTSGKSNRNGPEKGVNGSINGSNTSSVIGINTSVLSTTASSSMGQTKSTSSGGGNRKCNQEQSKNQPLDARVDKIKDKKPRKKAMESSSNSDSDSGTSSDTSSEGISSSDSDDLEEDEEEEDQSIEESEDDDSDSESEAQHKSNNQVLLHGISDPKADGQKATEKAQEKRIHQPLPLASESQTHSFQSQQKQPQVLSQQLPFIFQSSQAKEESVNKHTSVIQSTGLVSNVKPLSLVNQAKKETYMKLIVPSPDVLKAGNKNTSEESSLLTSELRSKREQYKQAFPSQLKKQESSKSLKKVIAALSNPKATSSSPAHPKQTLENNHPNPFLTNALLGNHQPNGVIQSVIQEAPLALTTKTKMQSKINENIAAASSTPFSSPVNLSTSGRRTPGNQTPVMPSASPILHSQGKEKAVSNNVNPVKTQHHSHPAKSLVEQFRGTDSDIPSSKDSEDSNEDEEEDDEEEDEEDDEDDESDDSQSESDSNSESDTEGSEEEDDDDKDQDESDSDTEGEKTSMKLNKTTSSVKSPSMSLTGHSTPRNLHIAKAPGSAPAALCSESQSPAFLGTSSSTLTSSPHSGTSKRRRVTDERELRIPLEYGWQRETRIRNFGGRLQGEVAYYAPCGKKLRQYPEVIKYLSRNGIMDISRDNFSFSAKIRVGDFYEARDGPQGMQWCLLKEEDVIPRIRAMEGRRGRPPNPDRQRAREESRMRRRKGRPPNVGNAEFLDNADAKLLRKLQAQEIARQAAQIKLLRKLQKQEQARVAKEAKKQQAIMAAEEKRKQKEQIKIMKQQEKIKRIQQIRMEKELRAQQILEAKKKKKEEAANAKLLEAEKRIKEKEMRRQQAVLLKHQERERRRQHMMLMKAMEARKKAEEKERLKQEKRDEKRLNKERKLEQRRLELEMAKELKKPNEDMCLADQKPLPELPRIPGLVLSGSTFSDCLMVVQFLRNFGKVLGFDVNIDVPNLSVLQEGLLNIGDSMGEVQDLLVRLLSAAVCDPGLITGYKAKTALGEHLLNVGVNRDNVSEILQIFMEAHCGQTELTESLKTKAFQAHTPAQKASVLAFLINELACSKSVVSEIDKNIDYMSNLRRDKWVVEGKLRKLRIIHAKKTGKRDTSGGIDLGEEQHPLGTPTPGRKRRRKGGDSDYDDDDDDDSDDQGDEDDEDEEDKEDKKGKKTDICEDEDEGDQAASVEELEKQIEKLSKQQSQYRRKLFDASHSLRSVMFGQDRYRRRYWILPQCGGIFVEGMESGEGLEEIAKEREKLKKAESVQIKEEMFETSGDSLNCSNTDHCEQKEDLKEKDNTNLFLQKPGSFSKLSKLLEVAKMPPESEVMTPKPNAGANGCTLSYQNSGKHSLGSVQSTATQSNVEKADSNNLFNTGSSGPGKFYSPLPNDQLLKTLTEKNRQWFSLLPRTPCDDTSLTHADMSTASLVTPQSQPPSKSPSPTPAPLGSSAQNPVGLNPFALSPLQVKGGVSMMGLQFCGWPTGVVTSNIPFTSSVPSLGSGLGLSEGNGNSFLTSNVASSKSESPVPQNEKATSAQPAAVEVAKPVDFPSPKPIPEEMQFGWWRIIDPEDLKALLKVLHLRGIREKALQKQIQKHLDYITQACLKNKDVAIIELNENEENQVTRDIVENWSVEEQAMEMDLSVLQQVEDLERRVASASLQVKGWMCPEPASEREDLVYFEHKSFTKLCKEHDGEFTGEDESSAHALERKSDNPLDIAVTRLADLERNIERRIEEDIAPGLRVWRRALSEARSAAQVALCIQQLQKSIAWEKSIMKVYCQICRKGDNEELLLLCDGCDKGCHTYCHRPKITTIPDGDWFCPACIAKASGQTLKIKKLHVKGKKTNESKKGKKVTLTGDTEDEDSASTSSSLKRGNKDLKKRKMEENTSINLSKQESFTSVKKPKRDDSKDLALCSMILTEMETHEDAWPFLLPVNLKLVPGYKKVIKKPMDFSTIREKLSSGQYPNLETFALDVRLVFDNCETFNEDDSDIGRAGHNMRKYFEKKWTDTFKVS
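AlphaScreen displacement: compounds (up to 110uM) incubated 30 min at room temperature with a preformed 50 nM BAZ2B/50 nM biotinylated H3K14Ac peptide complex in PBS pH 7.4 with Tween-20. Donor and acceptor beads at 10 ug/mL final added, 20 min light-protected before reading.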
12-LOX inh – blocks human arachidonate 12S-lipoxygenase; hit rate 1.1% among 580,000; P18054; purified 12hLO, xylenol orange hydroperoxide absorbance; Potency, µM (highest dose often 108 µM), for the others: top-dose activity change, negative = inhibition, hits mostly inhibitors; also: potency is read from the fitted curve at half-maximal effect; % is scaled to controls: 0 for no effect and ±100 for the full control effect
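Hydroperoxide product was detected by ferrous iron/xylenol orange as the 573 to 405 nm absorbance ratio. Arachidonic acid at 40 uM (final) was turned over for 30 min at room temperature by 150 nM human 12hLO, pH 7.0 Hepes buffer, after 15 min compound preincubation.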
ERG Ets-DNA blk – ERG Ets/DNA interaction inhibition | P11308 | fluorescence polarization, His-ERG Ets domain / labelled DNA | Potency, µM (doses to about 76.9 µM), inactives show top-dose FP activity, negative = inhibition, usual class: inhibitors | hit rate 0.028% among 370,000 | AID 624246; active = well fitted inhibition curve with a large enough effect in the polarisation, with a control signal flat; inconclusive = small, poorly fitted or top-dose-only effect, or effect the other way, or a change in a side signal; inactive = no such curve, though single readings can be large or run the other way; the % refers to the polarisation;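 also: polarization taken with two DNA probes labelled with fluorescein and Texas red; potency is read from the fitted curve at half-maximal effect; % of control where 0% means no effect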
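His-tagged ERG Ets domain (1 uM in the protein solution; 300mM KCl, 50mM Tris-HCl, 1mM EDTA, 1mM DTT, pH 7.5) received compound, then a probe mix of 5 nM fluorescein-DNA and 100nM Texas-615-DNA. Fluorescence polarization was read for both dyes.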
PI4K2A inh – PI4K2A (human) kinase inhibition; activity change, negative = inhibition, % at 76.9 µM; purified PI4K2A, ADP-Glo luminescence, 1 h; active compounds read low; hit rate 0.13% among 420,000; in the data active = activity change below about -50%; inconclusive = mostly about -30% to -49%;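 also: -100% = wells without enzyme as full effect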
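ADP-Glo luminescence measured ADP generated by PI4K2A enzyme (4 ug/mL before mixing) with 1.2 mM PI substrate (pre-mix) and 300 microM ATP (pre-mix). Tris pH7.5 buffer with MgCl2, Triton X-100; 1 h reaction at ambient temperature.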
RGS4 inh – blocks human RGS4-accelerated GTP hydrolysis; P49798; Potency, µM (doses to about 114 µM), without a hit: at the top dose activity change, negative = inhibition, actives largely listed as inhibitors; Transcreener GDP fluorescence polarization, RGS4-accelerated GTP hydrolysis; hit rate 0.039% among 390,000; also: potency is read from the fitted curve at half-maximal effect; % is scaled to controls: 0 for no effect and ±100 for the full control effect; nearly all actives have a fitted effect of over 75% in size; some results filed as inactive show a strong effect at the top dose
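MLSMR compounds (23 nl, pin-transferred) preincubated 10 min at room temperature with a 500nM (2x) first reagent, then RGS4 at 900nM (2x) plus Transcreener GDP mix added; fluorescence polarization (620/688 nm) read before and after 90 min at 30 °C.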
G9a inh – G9a (human) methyltransferase inhibition | Q96KQ7 | G9a H3K9 monomethylation, AlphaScreen, 2 h | Potency, µM (top dose mostly 102 µM), for the others: top-dose activity, negative = inhibition, hits mostly inhibitors | hit rate 8.8% among 350,000 | AID 504332; also: potency is read from the fitted curve at half-maximal effect; % is scaled to controls: 0 for no effect and ±100 for the full control effect; nearly all actives have a fitted effect of over 75% in size
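Enzyme 20 nM + cpd, 15 min RT; add b-H3K9 pep 500 nM / SAM 20 uM; 2 h RT; anti-H3K9me1 Ab 0.5 ug/mL + SA donor / anti-rabbit acceptor beads 20 ug/mL each, 10 min; AlphaScreen read.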
JMJD2A Tudor – JMJD2A Tudor domain (human) inhibition | O75164 | AlphaScreen JMJD2A-Tudor / H3K4me3 peptide binding | Potency, µM (titrated, usually from 114 µM), for inactives: top-dose activity change, negative = inhibition, most hits filed as inhibitors | hit rate 4.4% among 390,000 | AID 504339; also: potency is read from the fitted curve at half-maximal effect; % is scaled to controls: 0 for no effect and ±100 for the full control effect; nearly all actives have a fitted effect of over 50% in size
Numbers without * were called inactive; ? = inconclusive; / = no result given; & = joins results of further samples; [ ] = dose if it differs, or a comment. Unless noted, calls follow the shape of the dose curve; as a rule, active = well fitted curve in the direction sought with a large enough effect; inconclusive = small, poorly fitted or top-dose-only effect, or another doubt; inactive = no such curve, though single readings can be large; an effect the other way counts as inactive or inconclusive. A portion of the library, so the mix of outcomes need not match the whole.

SMILES | HP1b binding inh | GLS inh | BAZ2B inh | 12-LOX inh | ERG Ets-DNA blk | PI4K2A inh | RGS4 inh | G9a inh | JMJD2A Tudor
CCOC(=O)C1=C(C)NC(SCC(=O)O)=NC1c1ccccc1 (stereo unspecified) | 15% | 9% | -7% | / | ? | 2 | -13% | -24%[59 µM] | 24%
CCOC(=O)C1=C(C)N(C)C(=O)C1CC(=O)O (stereo unspecified) | -58% | ? | -3% | 0% | -2% | -4 | 7% | -16%[59 µM] | 56µM*
C/C(=N\O)c1ccc2c3c([nH]c2c1)CCCC3 | -15% | 10% | 40µM* | 3% | 0% | 1 | -26% | ? | ?
COc1cc(C#Cc2c(-c3cncn3C)n(C)c3ccc(-c4ccc(OC)nc4)cc23)cc(OC)c1 | -11% | 2% | 40µM* | -9% | 4% | 2 | 27% | -2%[0.501 µM] | 14µM*
CC1(C)C(C=C(Cl)Cl)C1C(=O)N(Cc1ccc(Cl)cc1)C1CCS(=O)(=O)C1 (stereo unspecified) | 45% | ? | -4% | -7% | 3% | -2 | -16% | -29%[59 µM] | 1%
Cc1cc(Nc2ccc(C)c(C)c2)n2nc(C)nc2n1 | 64%[activator] | 2% | 8% | 102%[activator] | -2% | 2 | 26% | -5%[59 µM] | -1%
Cc1cc(NC(=O)C2CCCCC2C(=O)O)ccc1NC(=O)c1ccccc1 (stereo unspecified) | 23% | 3% | -19% | 0% | 5% | -1 | -20% | 58% | -6%
CSc1cccc(NC(=O)Cn2nc(C)c3sc4ccccc4c3c2=O)c1 | -1% | 0% | -30% | ? | 8% | 1 | -10% | ? | ?
NC(=Nc1ccc(Br)cc1)c1ccccc1 | 19% | -5% | -6% | -7% | 1% | -3 | -10% | / | -14%
CCN(CC(=O)Nc1ccc(NC(C)=O)cc1)C(=O)/C=C/c1c(C)nn(-c2ccc(F)cc2)c1Cl | 20% | 7% | -1% | 14% | -2% | -1 | -3% | ? | -22%
Cc1ccccc1NC(=S)NCC1CCN(C(C)c2ccccc2)C1 (stereo unspecified) | 30% | -1% | 2% | -2% | -1% | -1 | 9% | -26% | -15%
CN(C)C(CNC(=O)c1cccc(S(=O)(=O)Nc2ccc(Br)cc2)c1)c1ccco1 (stereo unspecified) | -1% | -2% | -32% | 18% | -3% | -3 | -9% | 50µM* | -33%
Cc1ccccc1-c1nc(CS(=O)CC(=O)NCc2ccc3c(c2)OCO3)c(C)o1 (stereo unspecified) | 45%[activator] | -10% | -29% | 0% | 1% | 5 | 1% | ? | 8%
O=C(CCNC(=O)C1CCN(S(=O)(=O)c2ccccc2)CC1)NCc1ccc(Cl)c(Cl)c1 | 49%[activator] | -10% | -3% | -6% | -7% | 4 | -1% | 20% | 24%
Cc1ccc(C(=O)N/N=C\c2ccccn2)cn1 | 12% | 24% | ? | 115%[activator] | 10% | -9 | 8% | 25% | 79µM*
COc1ccc(N(CC(=O)N/N=C(\C)c2ccccc2)S(=O)(=O)c2ccccc2)cc1 | 30% | 12% | -3% | 4% | -1% | -16 | 22% | 18% | -11%
COc1ccccc1C(CNC(=O)C1CCN(C(=O)Nc2ccccc2)CC1)N1CCCC1 (stereo unspecified) | 8% | 8% | 10% | -5% | -3% | -1 | -21% | ? | -21%
CCOc1c(Br)cc(C(N)=O)cc1OC | -18% | 6% | -11% | -14% | 3% | 8 | ? | -2% | 56µM*
O=C(CN1C(=O)NC2(CCCCC2)C1=O)N1CCN(S(=O)(=O)/C=C/c2ccccc2)CC1 | 7% | 10% | 11% | -1% | -6% | 7 | 23% | ? | -14%
O=C(Nc1ccc(F)cc1)c1cc2cc(Cl)ccc2[nH]1 | 61%[activator] | -2% | 6% | 18%&-40% | -1% | -6 | -16% | 14% | -3%
O=C(O)c1cnn(-c2nc(-c3ccc(Cl)c(Cl)c3)cs2)c1C(F)(F)F | 29% | 17% | -23% | ? | -3% | 6 | -19% | ? | -21%
COc1ccc(CNC(=O)CCc2cc(OC)c(OC)c(OC)c2)cc1 | 23% | 0% | 4% | 7% | -2% | -3 | 14% | 24% | -5%
CC(C)CCn1c(O)c(N=Nc2ccccn2)c2ccccc21 | 64%[activator] | 7% | -1% | 3% | 9% | 0 | 5% | 32%[59 µM] | -9%
NCc1cc2c3c(c1)CCCN3CCC2 | -1% | 8% | 50µM* | ? | -4% | -14 | -11% | 16µM* | -11%
COc1ccccc1N1C(=O)c2cccc3c(Cl)ccc(c23)C1=O | 14% | 79%[activator] | -8% | -12% | -10% | -4 | -8% | 13% | -10%

(cont.)
SMILES | HP1b binding inh | GLS inh | BAZ2B inh | 12-LOX inh | ERG Ets-DNA blk | PI4K2A inh | RGS4 inh | G9a inh | JMJD2A Tudor
Cc1ccc(C(=O)N2CCN(c3cccc(C)c3C)CC2)o1 | -6% | 15% | -37% | ? | -4% | -1 | 6% | 71µM* | -7%
COCCc1nn2c(=O)cc(COC(=O)c3ccc4c(c3)OCO4)nc2s1 | 14% | 6% | -28% | -18% | 0% | -1 | -17% | 12%[59 µM] | -24%
Cc1c(-n2c(SCC(=O)O)nnc2-c2ccccc2Cl)c(=O)n(-c2ccccc2)n1C | 63%[activator] | 0% | ? | 0% | -1% | -1 | -17%[11.4 µM] | -26%[59 µM] | 11%[57.1 µM]
COc1cc(OC)c(NC(C)C(=O)N2CCCC2)cc1Cl (stereo unspecified) | -3% | 22% | -23% | 0% | 6% | 0 | 31% | ? | -11%
CCOc1ccc(C2CC(c3cccc(C)c3)n3ncnc3N2)cc1 (stereo unspecified) | 39%[activator] | -5% | -1% | 420%[activator] | 3% | 2 | 8% | ? | -16%
O=C(c1cccs1)N1CCN=C1SCc1ccccc1F | 42%[activator] | 5% | 29% | 46%[activator] | -5% | 7 | 19% | 74%[activator] | 7%
CCc1ccc(C(=O)NNC(=O)[C@H](C)NC(=O)c2ccco2)cc1 | 48%[activator] | 11% | / | 11% | -11% | -3 | -19% | / | -12%
O=C(Nc1ccc(C(=O)OCc2cc(=O)n3nc(C4CC4)sc3n2)cc1)c1ccccc1 | 28% | 9% | -4% | -1% | 5% | -2 | -26% | ? | -5%
COc1ccc(-n2nc(C(=O)N3CCCC(C)C3)c3c4ccccc4n(C)c3c2=O)cc1Cl (stereo unspecified) | 6% | -18% | / | -25% | -2% | 1 | -1% | -28%[59 µM] | -22%
CCC1(CC)C(=O)NC(=O)NC1=Nc1cccc(OC)c1 | 23% | -5% | 20% | 0% | 10% | 8 | -3% | 23%[59 µM] | 16%
Cc1ccccc1NC(=O)c1ccc(F)c(S(=O)(=O)NCC2CCCO2)c1 (stereo unspecified) | 28% | 16% | 3% | 0% | -5% | 1 | 18% | ? | -10%
CCCCN(Cc1cccs1)S(=O)(=O)c1cc(-c2cc(C)no2)ccc1C | 69%[activator] | 3% | 16% | -12% | -1% | -1 | -1% | 30%[59 µM] | 26%
COCCNCCCOc1ccc(C(C)(C)c2ccccc2)cc1 | ? | 1% | 35µM* | ? | -11% | 4 | 32% | 10µM* | 0.79µM*
CCN(CC)C(=S)NC(=O)Cc1ccccc1 | 47%[activator] | -3% | -17% | -1% | 6% | 5 | -4% | 14% | 0%
COC(=O)c1ccc(OCC(=O)Nc2ccccc2C(=O)NC2CC2)cc1 | 64%[activator] | 3% | -3% | 392%[activator] | -1% | 0 | -13% | 22%[12.7 µM] | -1%
O=C(NCC(c1ccco1)N1CCc2ccccc2C1)c1ccc(Br)cc1 (stereo unspecified) | 33% | -13% | 2% | 11µM* | -15% | 2 | -20% | ? | -8%
COC(=O)/C=C\C(=O)Nc1cccc([N+](=O)[O-])c1 | 10µM* | ? | 6% | ? | 1% | 7 | ? | 1.4µM* | 18µM*
Cc1ccc(COC(=O)CN2C(=O)NC3(CCCC3)C2=O)cc1 | 27% | 2% | 10% | 222%[activator] | -14% | -2 | 4% | -12%[12.7 µM] | -14%
Cc1ccccc1N(CC(=O)N/N=C/c1ccc(N(C)C)cc1)C(=O)c1ccccc1 | ? | 36%[activator] | 56µM* | 1% | -1% | -2 | 9% | ? | 20µM*
Cc1[nH]c(C)c(S(=O)(=O)NCc2ccc(F)cc2)c1C(=O)N1CCCCC1 | 50%[activator] | -2% | -18% | -17% | 7% | 1 | 2%[56.9 µM] | 2% | -18%
COCCN(Cc1cc2cc(C)ccc2n2nnnc12)C(=S)Nc1ccccc1C | 27% | 6% | -24% | -4% | 14% | -3 | 1% | 27%[59 µM] | -12%
Cc1c(CCNC(=O)c2ccco2)sc2nc(-c3ccc(F)cc3)nn12 | 8% | -1% | -7% | -3% | -1% | -4 | 19% | 9%[59 µM] | -4%
O=C(Nc1ccc(F)cc1)C(c1ccccc1)N1CCN(S(=O)(=O)c2ccc3ccccc3c2)CC1 (stereo unspecified) | 5% | 4% | 7% | -13% | -1% | -8 | -6% | -13%[59 µM] | -20%

Compound activity: PubChem BioAssay, National Center for Advancing Translational Sciences (NCATS)
